High-throughput results from PubChem.
M17LAP inhibition = P. falciparum M17LAP inhibitors, primary screen, biochemical, fluorogenic H-Leu-NHMec substrate, 1536-well (AID 1619); recombinant M17LAP, H-Leu-NHMec fluorogenic kinetic assay; higher % means a stronger effect; inhibition, % at 30 µM; hits with a dose series show IC50 in µM; 220,000 compounds, 0.38% hits;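 active means compound inhibiting the enzyme by more than half at any dose during confirmatory dose-response retesting; inconclusive means strong single-dose inhibitors picked by rank but not retested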;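 further: plate controls were full reaction with DMSO carrier for no effect and no enzyme background for full effect; strong numbers were not always called active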
Dynein transport = dynein cargo transport inhibition; 3617.4 mouse cells, GR-EGFP nuclear translocation imaging; test concentration mostly 20 µM; stimulated with dexamethasone, 1 µM; stronger effect = lower value; z-score, hits read low; 220,000 compounds, 0.47% hits; AID 1381;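 active means plate z-score of nuclear minus cytoplasmic receptor signal below a set negative limit, without overly bright fluorescence or cell loss, cut at about -3.5 in these data, passing the limit was not always enough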;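 further: z-score of nuclear minus cytoplasmic ring GR-EGFP intensity difference per well; some compounds called inactive have numbers as strong as hits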
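Schedule: 48 h induction, then 1 h compound, then 30 min agonist, 37 °C. Buffer or medium: tetracycline-free induction medium containing charcoal-stripped FBS. Reagent: 1.0 µM final dexamethasone stimulus. Evaluation: nuclear versus cytoplasmic GR-EGFP signal, averaged per well. Signal: high-content fluorescence imaging after fixation.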
Yfh1-off respiration = mitochondrial function rescue without frataxin homolog – Friedreich's ataxia, plus single-dose screen, dose response (AID 1465); fold induction at 50 µM; hits with a dose series show EC50 in µM; 220,000 compounds, 0.074% hits; S. cerevisiae Yfh1-off respiration, WST-1 reduction, 72 h; higher fold induction means a stronger effect;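 active means fold induction of absorbance versus untreated yeast above a set limit, then at least 30% activation at any dose in follow-up; inconclusive means repeats straddling the limit, or above it without dose testing; inactive means fold induction below the set limit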;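 further: activators that raise dye reduction in frataxin-depleted yeast; strong numbers were not always called active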
Insulin prom up = MIN6 insulin promoter up-regulation; z-score at 5 µM; 190,000 compounds, 0.3% hits; MIN6 insulin promoter-GFP reporter, high-content imaging; stronger effect = higher value; AID 1625;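 active means z-score above 3 at 5 µM with at least 500 cells counted in the well; inconclusive means wells under 500 cells, flagged as cytotoxic or low count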
NOD1 inhibition = inhibition of NOD1-driven NF-kB reporter – cell-based, luminescence, uHTS, primary screen (AID 1578). NOD1-driven NF-kB luciferase reporter cells, luminescence; higher % means a stronger effect. inhibition, % at 4 µM; hits with a dose series show EC50 in µM. 290,000 compounds, 1% hits; in the data active means inhibition mostly above about 36%, no sharp cut-off; inactive means mostly below about 34%;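 further: HEK-293T reporter cells stimulated with the NOD1 agonist gamma-tri-DAP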
MT stabilize HCS = microtubule stabilization, imaging screen; HeLa tubulin immunostaining HCS, 24 h; share of cells brighter than vehicle mean+2SD; % tubulin-high responders, % at 10 µM; 200,000 compounds, 0.83% hits;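 active means plate Z-score above 3 for both tubulin-high and condensed-nucleus cell shares, with cell loss under 80%, at 10 µM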;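 further: anti alpha tubulin signal scored within the nucleus-defined area of each cell; some results filed as inactive read as strong as hits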
Autophagy mod = autophagy modulation, high-content screen. MEF GFP-LC3 puncta imaging; test concentration mostly 10 µM. calls only at 10 µM (by protocol). 190,000 compounds, 0.98% hits;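 active means percentage of spot-positive cells more than 3 SD above its plate mean, without a fluorescence outlier flag or 80% toxicity; inconclusive means no clear call, values can overlap the other calls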;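 further: spot-positive cell cutoff set from DMSO-treated cells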
NOD2 inhibition = NOD2 signaling inhibitors, cell-based, luminescence, uHTS, HEK293 (AID 1566); HEK293 NOD2/NF-kB luciferase reporter, luminescence; higher % means a stronger effect; one-dose inhibition, % at 4 µM; EC50 in µM for titrated hits; 290,000 compounds, 0.63% hits; in the data active means inhibition above about 50%; further: many of its hits are not listed in these tables
bCat nuc transl = modulators of beta-catenin nuclear translocation; 190,000 compounds, 0.3% hits; HeLa beta-catenin nuclear translocation, immunofluorescence imaging; AID 1665; nuclear translocation activity, % at 5 µM;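 active means nuclear translocation activity above 50% at 5 µM, with a well cell count of 50 or more; inconclusive means wells under 50 cells across six images, flagged as toxic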;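 further: per-cell ratio of nuclear to cytoplasmic median beta-catenin stain intensity; plate controls were DMSO negative control for no effect and GSK-3 inhibitor IX positive control for full effect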
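Signal – beta-catenin immunofluorescence imaging with DAPI · Test system – human HeLa cell line · Dosing – 5 µM primary single dose, 0.1% DMSO, 0.02–20 µM confirmation series · Measure – % activation, nuclear-to-cytoplasmic median beta-catenin signal ratio per cell · Incubation – 24 h compound exposure at 37°C, 5% CO2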
Dynein transport cytoplasmic EGFP = recorded beside Dynein transport, whose call it bears; z-score; measured here: cytoplasmic GR-EGFP intensity; stronger effect = higher value
Dynein transport nuclear GR-EGFP = recorded beside Dynein transport, whose call it bears; z-score; measured here: nuclear GR-EGFP intensity;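 lower value marks the stronger effect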
Dynein transport cell count = second read-out of Dynein transport, no call of its own (marks repeat the call); z-score; measured here: cell count per field
Insulin prom up cell count = further read-out of Insulin prom up, marked with its call; cell count; measured here: cytotoxicity, nuclei count;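 total cells summed across four imaged fields per well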
bCat nuc transl cell count 5 µM = recorded beside bCat nuc transl, whose call it bears; cell count; measured here: cell count, cytotoxicity flag
MT stabilize HCS Hoechst-high % = second read-out of MT stabilize HCS, no call of its own (marks repeat the call); % Hoechst-high responders; measured here: nuclear condensation Hoechst responders;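 share of cells brighter than vehicle mean plus two SD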
MT stabilize HCS cytotoxicity % = further read-out of MT stabilize HCS, marked with its call; toxicity, %; measured here: cytotoxicity by cell density;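 0% = mean cell density of plate MIN control wells and 100% = no cells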
Autophagy mod cell loss 18 h = recorded beside Autophagy mod, whose call it bears; toxicity, %; measured here: cell loss, nuclei count;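 cell loss after 18 h compound exposure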
Starred values were filed as active, the others as inactive; i = inactive; ? = inconclusive; . = no result given. An excerpt; count on the stated rates, not on these rows.

SMILES	M17LAP inhibition	Dynein transport	Dynein transport cytoplasmic EGFP	Dynein transport nuclear GR-EGFP	Dynein transport cell count	Yfh1-off respiration	Insulin prom up	Insulin prom up cell count	NOD1 inhibition	MT stabilize HCS	MT stabilize HCS Hoechst-high %	MT stabilize HCS cytotoxicity %	Autophagy mod	Autophagy mod cell loss 18 h	NOD2 inhibition	bCat nuc transl	bCat nuc transl cell count 5 µM
Cc1ccc(SC[C@H](c2ccccc2)N2CCN(CC(C)C)CCC2=O)cc1	-2%	2.4	-0.48	2	-2	i	0.03	744	-2%	.	.	.	.	.	-57%	1.7	1328
COc1ccccc1OCCOCCOc1ccc(C)cc1[N+](=O)[O-]	13%	0.61	-0.14	0.69	-1.7	i	-0.21	1235	-28%	3.3	1.6	5.1	i	16	4%	-0.4	905
N#CC1=C2SCN(c3ccccc3)CN2C(=O)CC1c1ccccc1Cl (stereo not given)	-71%	0.55	-0.2	0.48	-0.15	i	0.57	925	-6%	6.5	2.3	2.1	i	3	-21%	.	.
COc1cc2c(cc1NC(=O)C1CCCO1)oc1ccccc12 (stereo not given)	4%	0.37	-0.23	0.43	-0.3	i	-0.48	1356	-42%	1.8	0.3	26	i	5	-52%	.	.
CCOC(=O)c1cccc(NC(=O)CSc2nc3cccnc3n2C)c1	1%	0.54	0.28	0.64	-0.58	i	-0.51	1195	2%	5.7	2.9	6.9	i	7	19%	.	.
O=C(Nc1cscc1S(=O)(=O)c1ccccc1)c1ccccc1Cl	-7%	0.5	-0.2	1.3	-0.49	i	-0.29	976	-5%	.	.	.	.	.	16%	0.1	1338
COc1ccc(OC)c(S(=O)(=O)N(C)CC(=O)N2CCN(c3cccc(Cl)c3)CC2)c1	-4%	0.73	-0.26	0.49	-0.11	i	0.82	1757	-14%	5.3	2.5	3.7	i	3	8%	1.6	1063
O=C1CN(CC(=O)Nc2cccc(Cl)c2Cl)c2ccccc2N1	35%	0.007	-0.088	-0.096	-0.57	i	-0.36	1289	-49%	2.1	2.3	12	i	-11	-27%	-0.3	997
CC(C)(C)C(=O)NC(NC(=O)C(C)(C)C)c1ccc([N+](=O)[O-])cc1	15%	-0.52	-0.26	-0.39	0.39	i	0.71	1303	-14%	3.2	2.8	2.7	i	-2	9%	.	.
COc1ccc(NC(=O)N(CCC(C)C)C(C)c2ccccn2)c(OC)c1 (stereo not given)	6%	-0.42	0.32	-0.014	0.31	i	1.8	820	4%	2.4	2.3	7.8	i	-1	6%	-0.3	1175
Cc1ccc(S(=O)(=O)c2nc(NCc3ccc4c(c3)OCO4)sc2Cl)cc1	8%	-0.14	-0.15	-0.14	-0.17	i	0.31	1554	32%	2.9	0.9	3.2	i	8	14%	-4.5	1438
COc1ccc(NCC(=O)N/N=C/c2cc([N+](=O)[O-])ccc2N2CCCC2)cc1	34%	0.1	-0.18	-0.5	-0.37	i	0.01	1644	-35%	4.2	2.1	8.1	i	30	-6%	-3.2	1052
CC1CCN(C(=O)C2CCCCN2S(=O)(=O)c2cccc([N+](=O)[O-])c2)CC1 (stereo not given)	1%	0.29	-0.33	0.44	-0.15	i	0.02	1429	-24%	2.1	2.0	5.2	i	16	7%	-0.8	1430
COc1cc(C(=O)NCc2nnc(SCC(=O)Nc3nc4ccccc4s3)o2)cc(OC)c1OC	36%	1	-0.13	0.11	-1.4	i	0.33	1251	15%	2.8	2.5	7.7	i	7	-17%	-7.0	507
COc1cc(Br)c(S(=O)(=O)Nc2c(C)n(C)n(-c3ccccc3)c2=O)cc1OC	11%	-0.75	-0.22	-0.46	0.55	i	.	.	-29%	1.0	1.9	4.8	i	-3	-1%	.	.
CC[C@H](C)[C@H](NS(=O)(=O)c1ccc(C)cc1)C(=O)N1CCC(C(=O)N[C@@H](C)C(=O)O)CC1	3%	0.9	-0.067	0.51	-1.5	i	.	.	8%	1.5	1.5	5.6	i	9	5%	-2.1	944
CCNC(=S)Nc1ccc(Oc2ccccc2)cc1	.	0.01	-0.21	-0.3	-0.46	i	.	.	.	2.8	1.5	8.5	i	-21	.	.	.
CN(CCCC(=O)Nc1ccncc1)S(=O)(=O)c1ccc(Cl)cc1	7%	-0.26	-0.27	0.52	1.4	i	?	.	22%	2.5	2.8	14	i	10	13%	-1.3	976
O=S(=O)(N1CCCCC1)n1c(Cc2ccccc2)nc2ccccc21	2%	-0.17	-0.23	0.19	-0.35	i	-0.03	1915	-18%	2.2	3.6	11	i	-2	-10%	0.6	1067
COCCN(C(=O)/C=C/c1cccc([N+](=O)[O-])c1)c1c(N)n(Cc2ccccc2)c(=O)[nH]c1=O	2%	-0.24	-0.19	-0.1	0.17	i	-0.35	1420	-2%	.	.	.	.	.	-5%	-2.2	1240
N/C(=N\OC(=O)c1ccco1)c1cccnc1	.	0.71	-0.16	1.1	-0.86	i	-0.1	1424	-22%	2.6	2.2	12	i	-9	-18%	1.2	1467
CC(C)(C)C(=O)/C(C#N)=c1\s/c(=C\c2ccncc2)c(=O)n1CCCN1CCOCC1	.	.	.	.	.	.	-0.12	1179	-5%	.	.	.	.	.	0%	-3.0	983
CCSC(C)CC1CC(=O)CC(=O)C1 (stereo not given)	13%	-1.4	-0.27	-0.036	0.61	i	-0.04	1547	-4%	3.5	1.7	7.9	i	6	-6%	-7.1	952
O=C(O)CCCCCCC1C(=O)NC(=O)N1CCC(O)C1CCCCC1 (stereo not given)	26%	-0.54	-0.15	0.27	0.52	i	.	.	75%*	1.8	1.5	6.5	i	26	9%	-3.4	718
O=C(O)CN1C(=O)C2C3C=CC(C3)C2C1=O (stereo not given)	1%	0.0059	-0.15	0.35	-0.49	i	0.56	1471	-2%	2.7	2.6	5.9	i	-5	1%	-0.4	1008
OCC1(CCCc2ccccc2)CCN(Cc2ccc(F)cc2)CC1	-14%	0.072	-0.28	0.35	0.92	i	.	.	-35%	2.5	2.4	3.3	i	5	12%	0.0	1551
COc1ccc(C(=O)Nc2ccccc2C(=O)NC(Cc2c[nH]c3ccccc23)C(=O)O)cc1 (stereo not given)	14%	0.11	-0.23	0.33	-0.25	i	0.03	1440	-25%	3.2	2.6	8.0	i	1	10%	0.4	1584
CCn1ncc(Br)c1C(=O)Nc1ncc(C)s1	27%	1.2	-0.23	0.16	-0.12	i	0.12	1668	-39%	4.2	3.3	7.3	i	-2	-14%	-4.4	1089
CC1CSc2ccccc2NC1=S (stereo not given)	6%	-0.038	-0.077	-0.13	-2.1	i	.	.	-19%	4.8	1.8	3.3	i	2	7%	-2.2	1123
O=c1n(CCCN2CCN(c3cccc(Cl)c3)CC2)nc2ccccn12	-15%	-0.24	-0.31	0.06	0.66	i	.	.	-13%	2.4	2.3	5.1	i	10	15%	-4.3	651
COc1cccc2cc(C(=O)OC3CCN(C)CC3)c(=O)oc12	-7%	-0.51	-0.15	0.069	0.43	i	-1.2	1441	-29%	4.9	3.0	4.2	i	11	7%	-0.6	1153
Cn1c(=O)n(CCc2ccccc2)c(=O)c2c1nc1n2CCCN1CCc1ccccc1	-2%	2.9	0.038	1.6	-0.8	i	-1.6	1279	-4%	2.1	1.5	11	i	15	25%	-1.3	1066
CC1CCN(c2nc(-c3ccncc3)nc3ccccc23)CC1	-4%	0.18	-0.14	0.27	-0.079	i	-2.5	940	24%	1.8	2.4	16	i	5	23%	-2.9	999
Cn1c(Cc2csc(N)n2)nnc1SC/C=C/c1ccccc1	7%	-0.84	-0.21	-0.35	-0.41	i	-0.3	1200	-8%	2.3	1.4	7.7	i	5	-1%	0.8	1185
CCOC(=O)CSc1nc2ccccc2c(=O)n1CC1COc2ccccc2O1 (stereo not given)	-1%	0.75	0.0032	1.1	-1.9	i	-0.05	1741	48%	4.6	1.6	13	i	11	14%	-1.4	1413
O=S(=O)(c1ccc(F)cc1)n1ccc2cccnc21	-3%	-0.16	-0.18	-0.36	0.67	i	0.02	1295	-29%	1.8	1.6	2.0	i	0	8%	-1.9	1237
CC(C)n1c(O)c(N=Nc2ccccn2)c2ccccc21	12%	-0.65	-0.32	-0.65	0.61	i	0.1	1366	27%	3.5	2.4	1.2	i	-4	-16%	0.7	862

Looked up by structure from the list above, 3 records:
SMILES	M17LAP inhibition	Dynein transport	Dynein transport cytoplasmic EGFP	Dynein transport nuclear GR-EGFP	Dynein transport cell count	Yfh1-off respiration	Insulin prom up	Insulin prom up cell count	NOD1 inhibition	MT stabilize HCS	MT stabilize HCS Hoechst-high %	MT stabilize HCS cytotoxicity %	Autophagy mod	Autophagy mod cell loss 18 h	NOD2 inhibition	bCat nuc transl	bCat nuc transl cell count 5 µM
Cc1ccc(SC[C@H](c2ccccc2)N2CCN(CC(C)C)CCC2=O)cc1	-2%	2.4	-0.48	2	-2	i	0.03	744	-2%	.	.	.	.	.	-57%	1.7	1328
COc1ccc(OC)c(S(=O)(=O)N(C)CC(=O)N2CCN(c3cccc(Cl)c3)CC2)c1	-4%	0.73	-0.26	0.49	-0.11	i	0.82	1757	-14%	5.3	2.5	3.7	i	3	8%	1.6	1063
CC1CCN(C(=O)C2CCCCN2S(=O)(=O)c2cccc([N+](=O)[O-])c2)CC1 (stereo not given)	1%	0.29	-0.33	0.44	-0.15	i	0.02	1429	-24%	2.1	2.0	5.2	i	16	7%	-0.8	1430
